KCNH2 3.1 inh: qHTS for Inhibitors of KCHN2 3.1: Mutant qHTS; Potassium voltage-gated channel subfamily H member 2, brain isoform KCNH2 3.1 (human); U2OS KCNH2 3.1, thallium flux FluxOr; stronger effect = lower value; activity change, % (tested at about 1.8 µM); 340,000 tested, 0.95% active;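 active = maximum activity change below -70%; inconclusive = maximum activity change from -70% to -50%; inactive = maximum activity change above -50%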;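 also: thallium influx rate constant from kinetic fluorescence after stimulation buffer; % is scaled to controls: 0 for no effect and ±100 for the full control effect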
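Steps: virus added to U2OS suspension (4 h, RT, dark); medium with 10% FBS added, cells plated, 37 C overnight; FluxOr/Red40 loading buffer 45 min RT; stimulation buffer, 2 min kinetic read; rate constant normalized.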
Menin MLL FP TR: qHTS Assay for Inhibitors Targeting the Menin-MLL Interaction in MLL Related Leukemias: Competition With Texas Red Labeled MLL-derived Mutant Peptide | 270,000 tested, 0.23% active | Menin + Texas Red MLL mutant peptide, fluorescence polarization | Potency, µM (titrated, usually from 61.6 µM), without a hit: at the top dose FP activity change, negative = inhibition, actives largely listed as inhibitors | AID 1768, 2009; active = well fitted inhibition curve with a large enough effect in the polarisation, with a control signal flat, not every such curve was filed as active; inconclusive = small, poorly fitted or top-dose-only effect, or effect the other way, or a change in a side signal; inactive = no such curve, though single readings can be large or run the other way; the % refers to the polarisation; also: potency is read from the fitted curve at half-maximal effect; % of control where 0% means no effect; many of its hits are not listed in these tables
ELG1 DNA repair: qHTS screen for small molecules that inhibit ELG1-dependent DNA repair in human embryonic kidney (HEK293T) cells expressing luciferase-tagged ELG1; HEK293T ELG1-luciferase reporter, luminescence, 16 h; DNA damage induced by 5-fluorouridine; Potency, µM (doses to about 46.1 µM), for the others: top-dose activity change, negative = inhibition, hits mostly inhibitors; 330,000 tested, 2.3% active; AID 504467, 2011; also: potency is read from the fitted curve at half-maximal effect; % is scaled to controls: 0 for no effect and ±100 for the full control effect; nearly all actives have a fitted effect of over 55% in size
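Cells (2,000 per well) received 5-fluorouridine plus test compound or DMSO and were incubated 16 hr at 37 °C, 5% CO2. Luciferase activity was read by luminescence 30 min after ONE-Glo addition; signal suppression marked inhibition of damage-induced ELG1 function.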
NPC1 prom act: qHTS Assay for NPC1 Promoter Activators | Huh7 NPC1 promoter luciferase reporter, 24 h | Potency, µM (titrated, usually from 9.22 µM), without a hit: top-dose activation, actives largely listed as activators | 320,000 tested, 2.4% active;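 also: potency is read from the fitted curve at half-maximal effect; % of control where 0% means no effect; nearly all actives have a fitted effect of over 60% in size; reporter is driven by a mutant NPC1 promoter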
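Readout is luciferase luminescence, reflecting NPC1 promoter activation in stably transfected Huh7 cells after 24 h compound exposure at 37 °C in reduced-serum medium with 10% FBS.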
PKM2 act: qHTS Assay for Activators of Human Muscle isoform 2 Pyruvate Kinase | AID 1631, 2009 | 260,000 tested, 0.34% active | Potency, µM (titrated, usually from 57.5 µM), for the others: top-dose activation, actives largely listed as activators | purified PKM2, Kinase-Glo ATP luminescence, activation; response scale: 0% is enzyme alone, no compound | Pyruvate kinase PKM (Homo sapiens), P14618; also: potency is read from the fitted curve at half-maximal effect; % is scaled to controls: 0 for no effect and ±100 for the full control effect; nearly all actives have a fitted effect of over 55% in size
Target sequence (P14618 whole entry, looked up, canonical isoform): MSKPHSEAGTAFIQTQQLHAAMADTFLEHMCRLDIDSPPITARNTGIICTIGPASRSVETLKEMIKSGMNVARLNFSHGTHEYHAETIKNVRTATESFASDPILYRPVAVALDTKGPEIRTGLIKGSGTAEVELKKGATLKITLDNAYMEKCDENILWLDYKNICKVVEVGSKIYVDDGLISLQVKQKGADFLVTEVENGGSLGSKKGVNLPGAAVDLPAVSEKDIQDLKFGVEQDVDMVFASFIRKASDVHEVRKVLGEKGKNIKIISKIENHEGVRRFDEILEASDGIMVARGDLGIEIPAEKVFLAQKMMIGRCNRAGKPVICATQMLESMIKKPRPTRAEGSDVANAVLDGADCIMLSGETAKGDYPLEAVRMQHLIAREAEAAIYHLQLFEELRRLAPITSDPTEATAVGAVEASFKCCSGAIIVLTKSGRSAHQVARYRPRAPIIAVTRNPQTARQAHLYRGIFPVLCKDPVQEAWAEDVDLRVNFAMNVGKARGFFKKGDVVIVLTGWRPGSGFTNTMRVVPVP
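Purified hPK-M2 (>95% pure) converted ADP (0.1 mM final) to ATP with 0.5 mM PEP in 50 mM imidazole pH7.2, KCl, MgCl2, Tween 20, BSA; 1 h at room temperature. ATP detected by Kinase-Glo luminescence.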
Rab9 prom act: qHTS Assay for Rab9 Promoter Activators | 320,000 tested, 2.8% active | Potency, µM (top dose mostly 9.22 µM), for the others: at the top dose activation, negative = inhibition, hits mostly activators | Huh7 Rab9 promoter-luciferase reporter, luminescence, 24 h | AID 485297, 2010; also: potency is read from the fitted curve at half-maximal effect; % of control where 0% means no effect; nearly all actives have a fitted effect of over 60% in size
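Using Huh7 cells stably transfected with Rab9 promoter–luciferase, compounds were incubated 24 h at 37 °C, 5% CO2; luciferase luminescence was read 10 min after reagent addition.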
FLuc counter: qHTS profiling assay for firefly luciferase inhibitor/activator using purifed enzyme and Km concentrations of substrates (counterscreen for miR-21 project). 360,000 tested, 6.9% active. purified FLuc, Km substrates, luminescence inhibition. AID 588342, 2011. Luciferin 4-monooxygenase (Photinus pyralis), P08659. Potency, µM (series often up to 57.5 µM), inactives show top-dose activity change, negative = inhibition, usual class: inhibitors;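 also: potency is read from the fitted curve at half-maximal effect; plate controls were vehicle for no effect and reference inhibitor for full effect; nearly all actives have a fitted effect of over 55% in size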
Target sequence (P08659 whole entry, looked up): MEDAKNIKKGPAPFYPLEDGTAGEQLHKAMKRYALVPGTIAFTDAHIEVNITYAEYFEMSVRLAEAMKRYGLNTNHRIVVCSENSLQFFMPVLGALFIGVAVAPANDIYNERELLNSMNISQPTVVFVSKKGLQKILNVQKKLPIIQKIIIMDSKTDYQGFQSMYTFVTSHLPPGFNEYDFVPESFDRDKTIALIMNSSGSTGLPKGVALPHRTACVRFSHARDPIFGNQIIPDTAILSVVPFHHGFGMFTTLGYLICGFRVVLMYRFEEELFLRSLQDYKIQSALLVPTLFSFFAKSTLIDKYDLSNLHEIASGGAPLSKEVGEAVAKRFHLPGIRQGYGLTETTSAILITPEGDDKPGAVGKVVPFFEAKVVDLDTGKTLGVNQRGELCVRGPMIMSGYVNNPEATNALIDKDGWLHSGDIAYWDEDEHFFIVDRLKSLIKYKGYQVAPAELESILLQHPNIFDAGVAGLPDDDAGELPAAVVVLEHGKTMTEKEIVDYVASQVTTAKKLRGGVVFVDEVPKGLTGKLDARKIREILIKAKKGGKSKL
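Biochemical qHTS of compounds, final roughly 60 µM downward over six points, against 10 nM purified firefly luciferase using Km concentrations of substrates (10 uM D-luciferin, 10 uM ATP) in Tris acetate pH 7.5 buffer; luminescence output.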
RORg inh: qHTS for inhibitors of ROR gamma transcriptional activity; Drosophila S2 Gal4-RORgamma UAS-luciferase reporter, 20 h; 310,000 tested, 5.4% active; Potency, µM (highest dose often 53.6 µM), without a hit: at the highest dose activity change, negative = inhibition, hits mostly inhibitors; also: potency is read from the fitted curve at half-maximal effect; % is scaled to controls: 0 for no effect and ±100 for the full control effect; nearly all actives have a fitted effect of over 60% in size
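Stable Schneider cell line, Gal4 DNA-binding domain fused to ROR gamma, UAS-luciferase. Cmpd 1 hr RT → CuSO4 700 uM final → 20 hr RT → luciferase reagent 10 min → luminescence.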
Mito fusion act: qHTS Assay for Small Molecule Inhibitors of Mitochondrial Division or Activators of Mitochondrial Fusion | Potency, µM (series often up to 46.1 µM), for the others: top-dose growth rescue (activation), hits mostly activators | 320,000 tested, 0.23% active | S. cerevisiae fusion-defective mutant growth rescue, CellTiterGlo 48 h;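 also: potency is read from the fitted curve at half-maximal effect; % of control where 0% means no effect; nearly all actives have a fitted effect of over 45% in size; temperature-sensitive fusion mutants such as fzo1-1 at 37 °C on non-fermentable ethanol glycerol medium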
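Temperature-sensitive fusion-defective S. cerevisiae (e.g. fzo1-1, mgm1-5) were grown with compound in YPEG medium (3% ethanol, 3% glycerol) for 48 hours at 37C. Growth rescue was measured as viability by CellTiterGlo luminescence after 10 minutes at ambient.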
Gal4-VP16 FLuc: VP16 counterscreen qHTS for inhibitors of ROR gamma transcriptional activity; Drosophila S2 Gal4-VP16 UAS-luciferase, luminescence, 20 h; Potency, µM (titrated, usually from 53.6 µM), inactives show at the highest dose activity, negative = inhibition, usual class: inhibitors; 310,000 tested, 3.5% active; AID 2546, 2010;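 also: Gal4-VP16 expression switched on by copper sulfate through the metallothionein promoter; potency is read from the fitted curve at half-maximal effect; % is scaled to controls: 0 for no effect and ±100 for the full control effect; nearly all actives have a fitted effect of over 50% in size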
MBNL1 CUG block: qHTS Assay for Inhibitors of MBNL1-poly(CUG) RNA binding | 280,000 tested, 0.036% active | Potency, µM (series often up to 57.5 µM), for the others: at the highest dose activity change, negative = inhibition, most hits filed as inhibitors | AID 2675, 2010 | Muscleblind-like protein 1 (Homo sapiens), Q9NR56 | TR-FRET MBNL1-His/biotin-(CUG)12 binding, 665/545 ratio; active = well fitted inhibition curve with a large enough effect in the signal ratio, with a control signal flat, not every such curve was filed as active; inconclusive = small, poorly fitted or top-dose-only effect, or effect the other way, or a change in a side signal; inactive = no such curve, though single readings can be large or run the other way; the % refers to the signal ratio; also: potency is read from the fitted curve at half-maximal effect; % is scaled to controls: 0 for no effect and ±100 for the full control effect
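TR-FRET between His-tagged MBNL1 and biotin-(CUG)12 RNA, detected with Tb anti-His antibody (0.055 ng/ul) and streptavidin-XL665 (5 nM), 60 min at room temperature. Compounds titrated 92 nM to 58 uM; 665/545 nm ratio normalized to buffer and complex controls.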
Numbers without * were called inactive; [ ] = dose if it differs, or a comment. Unless noted, calls follow the shape of the dose curve; as a rule, active = well fitted curve in the direction sought with a large enough effect; inconclusive = small, poorly fitted or top-dose-only effect, or another doubt; inactive = no such curve, though single readings can be large; an effect the other way counts as inactive or inconclusive.

CC1(C)CC(=O)C2=C(C1)N1CCCCC1CC2=O (stereo unspecified) was read as KCNH2 3.1 inh 7.2, Menin MLL FP TR 16.0%, ELG1 DNA repair 16.4%, NPC1 prom act 7.1%, PKM2 act -7.4%, Rab9 prom act -7.8%, FLuc counter -8.2%, RORg inh 22.3%, Mito fusion act 3.4%, Gal4-VP16 FLuc -3.3% and MBNL1 CUG block 1.6%.
Screening COC(=O)c1nnn(CC(=O)Nc2ccc(C)c(F)c2)c1C(=O)OC returned KCNH2 3.1 inh -4.9, Menin MLL FP TR 13.3%, ELG1 DNA repair 10.9%, NPC1 prom act -2.1%, PKM2 act 2.5%, Rab9 prom act -2.4%, FLuc counter -0.4%, RORg inh 15.1%, Mito fusion act 0.8%, Gal4-VP16 FLuc -1.5% and MBNL1 CUG block 1.1%.
For Cc1ccc(C)c(N(CC(=O)Nc2ccccc2C(=O)NCc2ccco2)S(=O)(=O)c2ccccc2)c1 the results were KCNH2 3.1 inh -18.4, Menin MLL FP TR -25.9%, ELG1 DNA repair 23.1µM*, NPC1 prom act -0.6%, PKM2 act 4.4%, Rab9 prom act 0.9%, FLuc counter 2.6%, RORg inh 3.0%, Mito fusion act -17.8%, Gal4-VP16 FLuc 3.9% and MBNL1 CUG block -14.8%.
Screening Cc1ccc(OCC(=O)NNC(=S)NCc2ccccc2)cc1 returned KCNH2 3.1 inh 5.4, Menin MLL FP TR 1.1%, ELG1 DNA repair -4.8%, NPC1 prom act -2.3%, PKM2 act -3.5%, Rab9 prom act -9.3%, FLuc counter 5.1%, RORg inh 1.26µM*, Mito fusion act 15.1%, Gal4-VP16 FLuc inconclusive and MBNL1 CUG block -3.8%.
For O=C(O)C1CCCCN1S(=O)(=O)c1ccc(Cl)s1 (stereo unspecified) the results were KCNH2 3.1 inh -1.2, Menin MLL FP TR -1.0%, ELG1 DNA repair -0.6%, NPC1 prom act 0.5%, PKM2 act 5.2%, Rab9 prom act 0.3%, FLuc counter 9.9%, RORg inh 17.1%, Mito fusion act -0.4%, Gal4-VP16 FLuc 9.5% and MBNL1 CUG block -19.4%.
Screening COc1cccc(NC(=O)c2cc3c(=O)n4ccccc4nc3n(CC(C)C)c2=N)c1 returned KCNH2 3.1 inh -93.3*, Menin MLL FP TR 4.3%, ELG1 DNA repair inconclusive, NPC1 prom act -2.1%, PKM2 act -0.1%, Rab9 prom act -12.5%, FLuc counter 0.7%, RORg inh 2.4%, Mito fusion act 0.5%, Gal4-VP16 FLuc 6.1%[10 µM] and MBNL1 CUG block -4.5%.
For COc1ccc(NS(=O)(=O)c2ccc3c(c2)N(C(C)=O)CC(C)S3)c(OC)c1 (stereo unspecified) the results were KCNH2 3.1 inh -6.7, ELG1 DNA repair inconclusive, NPC1 prom act -2.0%, Rab9 prom act -6.9%, FLuc counter -1.5%, RORg inh inconclusive, Mito fusion act -10.6%, Gal4-VP16 FLuc inconclusive and MBNL1 CUG block -3.7%.
CCN(CC(=O)NCc1ccc(Cl)cc1)C(=O)CCC(=O)c1ccc(F)cc1 was read as KCNH2 3.1 inh -5.8, ELG1 DNA repair -2.9%, NPC1 prom act 8.6%, Rab9 prom act 0.6%, FLuc counter -1.0% and Mito fusion act 3.0%.
Clc1cccc(-c2ccc(CNCc3ccccn3)o2)c1 was read as KCNH2 3.1 inh -5.9, Menin MLL FP TR inconclusive, ELG1 DNA repair 22.3%, NPC1 prom act 0.4%, PKM2 act 5.9%, Rab9 prom act 9.7%, FLuc counter inconclusive, RORg inh 11.2µM*, Mito fusion act -8.8%, Gal4-VP16 FLuc inconclusive and MBNL1 CUG block inconclusive.
For COc1ccc(CCN2C(=O)CC(N3CCC(C(N)=O)CC3)C2=O)cc1OC (stereo unspecified) the results were KCNH2 3.1 inh -8.8, ELG1 DNA repair 0.0%, NPC1 prom act -4.6%, PKM2 act 17.4%, Rab9 prom act 0.0%, FLuc counter -3.5%, RORg inh 24.3%, Mito fusion act -13.9%, Gal4-VP16 FLuc inconclusive and MBNL1 CUG block -2.1%.
CCOC(=O)C1(Cc2ccccc2)CCCN(CCCn2cccn2)C1 (stereo unspecified) was read as KCNH2 3.1 inh -2.8, Menin MLL FP TR -13.1%, ELG1 DNA repair 18.9%, NPC1 prom act -5.1%, PKM2 act -6.3%, Rab9 prom act -1.9%, FLuc counter -0.2%, RORg inh -42.1%, Mito fusion act -7.3%, Gal4-VP16 FLuc -5.1% and MBNL1 CUG block 5.5%.
`Cc1cc(C)nc(CCNC(=O)CC2C(=O)NCCN2Cc2ccc(F)cc2Cl)n1` (stereo unspecified) gave KCNH2 3.1 inh 0.3, Menin MLL FP TR -13.0%, ELG1 DNA repair 1.6%, NPC1 prom act -1.3%, PKM2 act 2.9%, Rab9 prom act 1.8%, FLuc counter 0.4%, RORg inh -15.4%, Mito fusion act -0.8%, Gal4-VP16 FLuc -1.1% and MBNL1 CUG block 4.4%.
`CC(C)C(NS(=O)(=O)c1ccc2c(c1)C(C)(C)C(=O)N2C)C(=O)NCc1ccccc1Cl` (stereo unspecified) gave KCNH2 3.1 inh -3.3, Menin MLL FP TR -1.4%, ELG1 DNA repair 6.4%, NPC1 prom act -0.9%, PKM2 act 0.7%, Rab9 prom act 5.0%, FLuc counter -0.1%, RORg inh -27.5%, Mito fusion act 0.2%, Gal4-VP16 FLuc -0.5% and MBNL1 CUG block 3.6%.
For CS(=O)(=O)N(CC(=O)Nc1ccc2c(c1)OCO2)c1ccc(Cl)cc1 the results were KCNH2 3.1 inh 4.3, Menin MLL FP TR 27.3%, ELG1 DNA repair inconclusive, NPC1 prom act 25.7%, PKM2 act -11.4%, Rab9 prom act 23.5%, FLuc counter inconclusive, RORg inh inconclusive, Mito fusion act 7.4%, Gal4-VP16 FLuc 10.4% and MBNL1 CUG block -0.7%.
Cc1c(CC(=O)NCC(=O)NCC(=O)O)c(=O)oc2cc3oc4c(c3cc12)CCCC4 was read as KCNH2 3.1 inh -1.3, Menin MLL FP TR -17.9%, ELG1 DNA repair inconclusive, NPC1 prom act -0.1%, Rab9 prom act 0.4%, FLuc counter inconclusive, RORg inh -13.2%, Mito fusion act -18.0%, Gal4-VP16 FLuc -4.0% and MBNL1 CUG block -6.1%.
O=C(Nc1ccc2c(c1)OCCO2)c1cnc2n(c1=O)CCS2 was read as KCNH2 3.1 inh -6.8, Menin MLL FP TR 0.0%, ELG1 DNA repair inconclusive, NPC1 prom act 2.51µM*, PKM2 act -1.8%, Rab9 prom act 2µM*, FLuc counter 9.53µM*, RORg inh -34.7%, Mito fusion act -2.4%, Gal4-VP16 FLuc -19.3% and MBNL1 CUG block -2.0%.
Screening Cc1ccccc1CN(C)C(=O)[C@H](Cc1ccccc1)NC(=O)c1ccco1 returned KCNH2 3.1 inh -0.2, ELG1 DNA repair inconclusive, NPC1 prom act -1.8%, Rab9 prom act -3.0%, FLuc counter 1.2% and Mito fusion act 11.4%.
For CC1=NCCN1S(=O)(=O)c1cccc([N+](=O)[O-])c1 the results were KCNH2 3.1 inh 18.2, Menin MLL FP TR 7.7%, ELG1 DNA repair -1.3%, NPC1 prom act -5.7%, PKM2 act 1.1%, Rab9 prom act -4.1%, FLuc counter 0.7%, RORg inh -16.9%, Mito fusion act -0.8%, Gal4-VP16 FLuc -5.0% and MBNL1 CUG block inconclusive.
For C/C(=N\NC(=O)c1c(Cl)c(C)nn1C)c1cccc(NC(=O)COc2ccccc2)c1 the results were KCNH2 3.1 inh 6.5, Menin MLL FP TR -9.9%, ELG1 DNA repair inconclusive, NPC1 prom act 10.0%, PKM2 act -6.5%, Rab9 prom act 9.8%, FLuc counter -0.7%, RORg inh -11.4%, Mito fusion act -2.5%, Gal4-VP16 FLuc 2.1% and MBNL1 CUG block -3.7%.

Source: PubChem BioAssay (National Center for Advancing Translational Sciences (NCATS))

Only part of the results is shown; count on the stated rates, not on these rows.
